GLD-1 TGE inh = GLD-1-TGE RNA interaction inhibition (C. elegans); 320,000 tested, 0.44% active; inhibition, % at 5.96 µM; purified GLD-1 + fluorescein TGE RNA, fluorescence polarization; Q17339;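 active = percent inhibition above a per-plate cutoff, the plate mean of test compounds plus 3 SD, cut at about 30% in these data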;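 also: 0% = DMSO wells with GLD-1 and probe and 100% = wells lacking GLD-1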
Target sequence (Q17339 whole entry, looked up): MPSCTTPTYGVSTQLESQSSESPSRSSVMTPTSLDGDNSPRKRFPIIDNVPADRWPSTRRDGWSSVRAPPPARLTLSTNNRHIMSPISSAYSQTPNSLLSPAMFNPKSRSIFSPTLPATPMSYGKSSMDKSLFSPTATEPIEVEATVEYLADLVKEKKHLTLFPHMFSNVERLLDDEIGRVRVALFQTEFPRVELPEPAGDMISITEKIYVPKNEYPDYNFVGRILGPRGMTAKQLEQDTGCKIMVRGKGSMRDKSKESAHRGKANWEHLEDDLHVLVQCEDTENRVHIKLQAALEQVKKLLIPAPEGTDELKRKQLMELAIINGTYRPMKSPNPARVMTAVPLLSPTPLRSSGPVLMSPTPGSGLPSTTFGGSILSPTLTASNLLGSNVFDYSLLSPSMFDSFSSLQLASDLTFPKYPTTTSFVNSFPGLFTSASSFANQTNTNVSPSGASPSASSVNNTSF
Bcl-xL primary = inhibitors of human Bcl-xL. GST-Bcl-xL / FITC-Bim BH3 peptide fluorescence polarization. inhibition, % at 10.9 µM. 320,000 tested, 0.7% active;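 active = inhibition above the mean of all tested compounds plus 3 SD, cutoff set per campaign, cut at about 30% in these data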;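 also: 0% = DMSO wells and 100% = unlabeled Bim-BH3 peptide competitor; inhibitors lower millipolarization by displacing the labeled peptide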
Target sequence (Q07817 whole entry, looked up): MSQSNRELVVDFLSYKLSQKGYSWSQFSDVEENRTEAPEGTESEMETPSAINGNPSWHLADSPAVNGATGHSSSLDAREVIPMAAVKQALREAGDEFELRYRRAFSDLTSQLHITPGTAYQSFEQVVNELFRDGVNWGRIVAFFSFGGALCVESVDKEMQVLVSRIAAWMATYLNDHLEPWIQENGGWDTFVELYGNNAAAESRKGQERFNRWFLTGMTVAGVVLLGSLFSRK
CIT2 TOR yeast = yeast TOR pathway CIT2-GFP modulation. S. cerevisiae CIT2-GFP strain, flow cytometry, 3 h; 100 means same as DMSO wells. GFP response vs DMSO, % at 10 µM. 320,000 tested, 0.065% active. AID 2029;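 active = GFP response relative to DMSO above a set limit, near the screen mean plus 3 SD, cut at about 150% in these data; inconclusive = Fewer than 70 cells measured for a yeast strain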;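 also: ratio of well median GFP fluorescence to mean of DMSO wells on the plate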
VLA-4 inh = inhibition in a human VLA-4 binding assay; VLA-4 expressing cells, ligand binding flow cytometry; inhibition, % (about 7 µM as worked out from the volumes in the protocol); 330,000 tested, 0.2% active; AID 2557; in the data active = inhibition above about 50%
AGP1 TOR yeast = alters AGP1-GFP fluorescence in TOR pathway yeast screen; S. cerevisiae AGP1-GFP multiplex flow cytometry, 3 h; GFP as percent of DMSO wells; GFP response vs DMSO, % at 10 µM; 320,000 tested, 0.02% active; AID 2066;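 active = GFP response relative to DMSO above a set limit, near screen average plus 3 SD, cut at about 150% in these data; inconclusive = fewer than 70 cells counted for the yeast strain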;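 also: median GFP channel fluorescence of the gated AGP1 strain per well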
GRK2 aptamer HTS = human GRK2 inhibition via aptamer displacement. AID 488847. 330,000 tested, 0.59% active. bead flow cytometry, FAM-aptamer displacement from GRK2. inhibition of aptamer binding, % at 10 µM. P25098;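 active = inhibition of aptamer binding above 40%, roughly 3 SD of noise, on plates passing a quality check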;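 also: median bead fluorescence of bound FAM aptamer so fluorescent compounds give negative values; no value below 0 was filed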
Fam108B inh = counter-screen for RBBP9 inhibitors: inhibitors of mouse Fam108B | inhibition, % at 9.51 µM | 300,000 tested, 0.33% active | recombinant Fam108B, FP-Rh probe fluorescence polarization;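 active = inhibition above the screen mean inhibition plus 3 SD, computed separately per campaign, cut at about 18% in these data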;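 also: inhibitors lower polarization as less probe binds the enzyme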
MCL1-BIM inh = MCL1-BIM-BH3 interaction inhibition (human); Q07820; GST-MCL1 / FITC-Bim-BH3 fluorescence polarization; inhibition, % at 10.9 µM; 320,000 tested, 0.68% active;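 active = inhibition above the mean inhibition of all tested compounds plus 3 SD, set per campaign, cut at about 40% in these data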;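 also: 0% = DMSO wells and 100% = unlabeled Bim-BH3 peptide control; higher means more loss of mP so more displacement of Bim peptide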
Target sequence (Q07820 whole entry, looked up): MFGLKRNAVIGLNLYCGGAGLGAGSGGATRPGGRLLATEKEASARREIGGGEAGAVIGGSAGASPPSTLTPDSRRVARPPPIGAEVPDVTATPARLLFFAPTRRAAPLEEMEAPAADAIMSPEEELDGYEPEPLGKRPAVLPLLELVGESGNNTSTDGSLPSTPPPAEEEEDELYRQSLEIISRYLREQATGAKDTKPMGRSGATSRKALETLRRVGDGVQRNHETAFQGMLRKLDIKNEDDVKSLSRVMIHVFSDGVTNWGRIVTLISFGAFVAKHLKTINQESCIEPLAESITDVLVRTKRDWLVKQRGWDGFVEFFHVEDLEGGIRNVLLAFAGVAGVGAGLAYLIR
MEX-5 binding = C. elegans MEX-5 TCR-2 RNA binding activity; activity score (negative = inhibition of binding), % at 10 µM; 300,000 tested, 0.38% active; MEX-5/FITC-TCR2 RNA binding, fluorescence polarization; hits give low values; AID 1832; Q9XUB2;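 active = inhibition past about -25% in most replicates, and total fluorescence under double the plate's negative control median, limit read from the data; inconclusive = replicates evenly split on the limit, or fluorescence at least double controls; inactive = too little inhibition in most replicates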;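 also: 0% = DMSO and -100% = 5 µM competing unlabeled TCR2 RNA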
Starred values were filed as active, the others as inactive; ? = inconclusive; nt = no result given. Random draw from the library. About 2.2% of those tested had a hit in this group.

molecule,GLD-1 TGE inh,Bcl-xL primary,CIT2 TOR yeast,VLA-4 inh,AGP1 TOR yeast,GRK2 aptamer HTS,Fam108B inh,MCL1-BIM inh,MEX-5 binding
CCOc1ccc(-n2c(Cc3cc(=O)[nH]c(=O)[nH]3)nnc2SCC(=O)OC)cc1,6.6,5.8,100.8,44.0,104.4,0.0,-0.2,3.6,-2.6
CC1CCN(C(=O)COC(=O)c2ccc([N+](=O)[O-])o2)CC1,1.4,nt,100.1,3.8,101.6,0.0,nt,nt,nt
CCNc1nc(NCC)nc(N(C#N)CCOc2ccccc2)n1,2.9,4.2,74.8,5.9,68.5,1.0,-5.1,-1.2,2.0
O=C1CCCN1CC1CCCN(Cc2nc(COc3ccccc3)no2)C1 (centres undefined),1.1,3.8,99.5,4.1,109.0,0.0,0.5,3.4,4.0
O=C(Nc1ccc2c(c1)Cc1ccccc1-2)c1cccnc1,-1.3,10.1,95.6,-5.2,95.3,0.0,-0.3,-8.1,0.4
CN(C(=O)CSc1nnc(-c2ccncc2)n1-c1ccccc1)C1CCS(=O)(=O)C1 (centres undefined),2.9,-4.2,110.2,22.3,111.0,2.0,0.2,0.6,0.7
O=C(OCCN1CCN(C2=NS(=O)(=O)c3ccccc32)CC1)c1ccccc1F,-5.2,5.3,nt,10.0,96.2,4.0,-0.5,1.0,0.6
S=c1[nH]ccn1-c1cccc(Cl)c1Cl,4.2,-5.8,98.4,-18.1,106.4,2.0,2.3,-9.7,-0.5
CC(C(=O)N1CCN(c2ccccc2F)CC1)c1ccc([N+](=O)[O-])cc1 (centres undefined),4.2,0.0,101.0,1.8,92.0,2.0,1.4,2.4,-6.5
CC(C)Cc1cc(C(=O)Nc2c(F)cc(F)cc2Br)no1,6.7,2.5,96.0,30.4,93.8,3.0,2.6,3.1,1.4
COc1cc(-c2nn3c(-c4ccccc4)nnc3s2)cc(OC)c1OC,9.3,3.5,90.1,-13.8,91.6,1.0,3.4,8.1,-3.1
O=C(CSc1nc2[nH]c(=O)cc(O)c2s1)Nc1ccc(Cl)c(C(F)(F)F)c1,-6.6,-0.7,100.9,-15.4,109.2,1.0,nt,-0.9,nt
Cc1ccc(NS(=O)(=O)c2cc(C(=O)O)ccc2Cl)c(C)c1,-1.6,8.6,101.4,12.8,nt,0.0,-4.0,7.5,-0.6
CC(C)OC(=O)CSc1nnc(-c2cccnc2)n1N,-1.2,3.1,101.2,10.0,106.9,0.0,4.8,-1.3,1.7
c1ccc(-c2nn3c(Cn4cnc5ccccc54)nnc3s2)cc1,6.2,9.8,110.2,-10.3,104.9,0.0,-1.8,-1.3,2.5
Nc1ncnc(Oc2cccc(C(F)(F)F)c2)c1[N+](=O)[O-],-2.8,-2.4,101.3,7.0,95.7,1.0,2.9,-2.3,0.9
CC(C)OC(=O)C1C2C=CC3(CN(C(C)c4ccc(Br)cc4)C(=O)C13)O2 (centres undefined),9.0,-0.2,96.6,-16.9,104.7,2.0,1.4,3.0,-2.4
c1ccc(CSc2nc3ncccn3n2)cc1,0.2,6.3,87.8,4.7,91.5,3.0,nt,8.0,nt
CCCCOC(=O)CCc1c(C)[nH]c(=O)c(C#N)c1C,8.4,-0.2,109.7,18.3,114.5,2.0,3.8,-0.1,1.6
CC(C)c1cccc(O)c(=O)c1,3.4,-2.4,86.2,-3.1,100.8,1.0,0.6,-1.8,0.0
N#Cc1cccc(NC(=O)CNC(=O)Cc2ccccc2)c1,-0.5,-2.0,101.3,2.0,99.7,0.0,0.1,-7.4,1.6
CN(Cc1ccccc1)c1ncc(C=O)s1,5.2,6.8,104.7,0.5,102.0,1.0,2.9,5.5,-0.7
CCCCCCn1c(CN2CCCCC2C)nc2c1c(=O)n(C)c(=O)n2C (centres undefined),5.0,6.1,94.4,6.5,92.5,0.0,3.3,2.5,0.9
Cc1ccc(S(=O)(=O)NCC(=O)N2CCOCCOCCOCCOCC2)cc1,0.9,3.0,92.9,6.9,94.4,0.0,0.7,5.3,-1.2
CCOc1ccc(S(=O)(=O)Nc2cccc(Cl)c2)cc1,6.9,2.2,93.5,-5.8,102.2,1.0,-5.7,-4.1,0.5
Cc1cc(NC(=O)CCC(=O)N(Cc2cccs2)C(C(=O)NC2CCCC2)c2cccnc2)no1 (centres undefined),9.0,2.5,89.3,26.4,90.7,0.0,0.3,1.7,0.8
O=C(NCCCO)c1cc2c([nH]c3ccccc32)c(-c2ccccc2)n1,nt,nt,97.4,12.2,91.8,0.0,nt,nt,-3.1
Cc1ccccc1Cn1c(=O)[nH]c2ccccc21,3.9,0.7,102.0,-10.0,100.3,0.0,-1.3,-3.3,2.3
Cc1c(C)n(-c2ccccc2)c2ncnc(NCCN(C)C)c12,-3.2,5.2,98.9,10.2,90.8,0.0,-5.0,-3.3,-2.2
Cn1c(N)c(S(=O)(=O)NCc2ccccc2Cl)c(=O)n(C)c1=O,-6.3,1.1,115.7,-7.2,107.4,0.0,-0.6,0.6,-1.3

Some of the entries so far, with two lines to a compound.
The line under a structure holds: GLD-1 TGE inh	Bcl-xL primary	CIT2 TOR yeast	VLA-4 inh	AGP1 TOR yeast	GRK2 aptamer HTS	Fam108B inh	MCL1-BIM inh	MEX-5 binding
Cc1ccccc1Cn1c(=O)[nH]c2ccccc21
→ 3.9	0.7	102.0	-10.0	100.3	0.0	-1.3	-3.3	2.3
CCNc1nc(NCC)nc(N(C#N)CCOc2ccccc2)n1
→ 2.9	4.2	74.8	5.9	68.5	1.0	-5.1	-1.2	2.0
CCOc1ccc(-n2c(Cc3cc(=O)[nH]c(=O)[nH]3)nnc2SCC(=O)OC)cc1
→ 6.6	5.8	100.8	44.0	104.4	0.0	-0.2	3.6	-2.6

Next part:
molecule,GLD-1 TGE inh,Bcl-xL primary,CIT2 TOR yeast,VLA-4 inh,AGP1 TOR yeast,GRK2 aptamer HTS,Fam108B inh,MCL1-BIM inh,MEX-5 binding
CC1(C)N=C(c2ccccn2)C(C)(C)N1O,10.0,0.2,99.2,-4.8,95.8,0.0,-0.4,3.3,1.1
CCN1CCN(CCCNC(=O)c2cc3cc4ccc(OC)cc4nc3o2)CC1,-5.4,6.5,96.5,9.1,nt,0.0,-3.0,3.7,-0.5
O=C(Cn1c(=O)[nH]c2ccccc2c1=O)Nc1ccc2c(c1)OCCO2,-3.3,6.7,102.8,5.4,99.8,0.0,1.4,5.6,-4.3
CC(=O)C1=C(C)NC(SCC(=O)c2ccc(Cl)cc2)=C(C#N)C1CC(C)C (centres undefined),1.7,6.3,63.8,-13.0,74.6,3.0,-4.4,1.4,-2.6
CC1CCCN(c2oc(-c3cccc4ccccc34)nc2C#N)C1 (centres undefined),9.2,7.7,97.2,11.1,106.4,0.0,-1.1,6.0,2.0
Cc1nc(-c2ccc(Cl)cc2)sc1C1(C)CC(c2ccccc2)=NO1 (centres undefined),-3.4,0.0,nt,nt,nt,nt,-7.9,-1.2,1.6
O=C(CCN1C(=O)NC2(CCCC2)C1=O)Nc1cccc(S(=O)(=O)N2CCOCC2)c1,-3.5,2.3,95.4,2.3,96.9,2.0,nt,-2.2,nt
O=C(N/N=C/c1c[nH]c2ccccc12)c1cc(Cl)ccc1O,-0.3,5.6,91.7,6.9,92.3,0.0,3.4,8.5,-5.2
Cc1onc(C(=O)N2CCN(C(c3ccccc3)c3ccccc3)CC2)c1[N+](=O)[O-],-1.4,2.1,100.8,16.2,98.8,1.0,-3.6,5.8,-1.4
O=C(CCc1nc2ccccc2c(=O)[nH]1)NNC(=O)c1ccc(Cl)cc1,9.7,3.0,92.6,-4.2,105.0,0.0,0.9,1.6,-12.1

The list goes on; the last 6 above are carried over.
molecule,GLD-1 TGE inh,Bcl-xL primary,CIT2 TOR yeast,VLA-4 inh,AGP1 TOR yeast,GRK2 aptamer HTS,Fam108B inh,MCL1-BIM inh,MEX-5 binding
CC1CCCN(c2oc(-c3cccc4ccccc34)nc2C#N)C1 (centres undefined),9.2,7.7,97.2,11.1,106.4,0.0,-1.1,6.0,2.0
Cc1nc(-c2ccc(Cl)cc2)sc1C1(C)CC(c2ccccc2)=NO1 (centres undefined),-3.4,0.0,nt,nt,nt,nt,-7.9,-1.2,1.6
O=C(CCN1C(=O)NC2(CCCC2)C1=O)Nc1cccc(S(=O)(=O)N2CCOCC2)c1,-3.5,2.3,95.4,2.3,96.9,2.0,nt,-2.2,nt
O=C(N/N=C/c1c[nH]c2ccccc12)c1cc(Cl)ccc1O,-0.3,5.6,91.7,6.9,92.3,0.0,3.4,8.5,-5.2
Cc1onc(C(=O)N2CCN(C(c3ccccc3)c3ccccc3)CC2)c1[N+](=O)[O-],-1.4,2.1,100.8,16.2,98.8,1.0,-3.6,5.8,-1.4
O=C(CCc1nc2ccccc2c(=O)[nH]1)NNC(=O)c1ccc(Cl)cc1,9.7,3.0,92.6,-4.2,105.0,0.0,0.9,1.6,-12.1
O=C(Oc1ccccc1C(=O)N1CCOCC1)c1cccc(Br)c1,-1.7,-2.1,?,14.8,?,1.0,-3.9,-7.4,0.7
O=C(O)c1cc(=O)[nH]c2c(Cl)cccc12,2.0,-1.4,95.8,2.6,104.9,0.0,-2.9,-1.0,-0.2
CN(C)c1ccc(-c2noc(-c3ccccc3O)n2)cc1,2.7,6.0,86.8,-1.1,97.2,0.0,1.0,8.3,-0.5
CCCC/C(O)=C1\C(=O)CCCC1=NCCc1c(C)[nH]c2ccc(OC)cc12,4.0,3.3,101.8,3.9,98.8,2.0,0.1,-1.1,-0.1
COc1ccc(Cl)cc1NC(=O)c1cc(C)no1,nt,nt,99.8,-34.7,94.1,2.0,nt,nt,1.6
CCOC(=O)C1=NNC2C(=O)N(Cc3ccccc3)C(=O)C12 (centres undefined),8.9,2.7,92.9,10.2,101.1,0.0,1.8,1.3,3.6
O=C(NCC1CCCCC1)c1cc([N+](=O)[O-])ccc1N1CCOCC1,2.3,5.8,101.6,6.2,92.4,3.0,-0.8,5.5,1.5
CCOC(=O)C1CCCN(c2c(NCCC(C)C)c(=O)c2=O)C1 (centres undefined),9.1,3.4,97.8,0.9,107.3,3.0,-1.0,3.5,-0.3
COCCCNC(=O)c1c(NC(=O)C2COc3ccccc3O2)sc2c1CCCC2 (centres undefined),5.1,2.5,84.8,13.4,87.7,9.0,-3.9,6.8,-0.7
Cc1ccc(S(=O)(=O)NCc2csc(C)n2)c(C)c1,7.9,1.8,99.3,3.9,103.9,0.0,-3.2,-3.1,0.8
CCOC(=O)CNC(=O)COc1coc(CN2CCN(Cc3ccccc3)CC2)cc1=O,-1.3,5.3,95.5,-9.9,97.0,0.0,2.7,-1.5,-1.8
CC(Sc1n[nH]c(=O)[nH]c1=O)C(=O)OCc1ccccc1 (centres undefined),6.7,9.4,97.0,3.7,99.0,0.0,-1.0,8.2,-1.4
COc1ccc(-c2nc(N)ncc2-c2ccccc2OC)c(O)c1,-2.2,3.9,89.1,7.3,93.9,2.0,0.8,-0.9,-1.8

Source: PubChem (several laboratories)
